From PubChem
M5 ag = human M5 muscarinic receptor agonists, primary screen, CHO-K1 cells, Fluo-8 calcium fluorescence; Muscarinic acetylcholine receptor M5 (Homo sapiens), P08912; actives 0.19% (n = 360,000); CHO-K1 hM5 cells; 0% DMSO wells, 100% maximal acetylcholine response; activation, % at 3 µM;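 active means activation above the run's mean over test compounds plus 3 SD, cut at about 23% in these data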;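 further: signal is peak over basal fluorescence ratio across the kinetic read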
Target sequence (P08912 whole entry, looked up): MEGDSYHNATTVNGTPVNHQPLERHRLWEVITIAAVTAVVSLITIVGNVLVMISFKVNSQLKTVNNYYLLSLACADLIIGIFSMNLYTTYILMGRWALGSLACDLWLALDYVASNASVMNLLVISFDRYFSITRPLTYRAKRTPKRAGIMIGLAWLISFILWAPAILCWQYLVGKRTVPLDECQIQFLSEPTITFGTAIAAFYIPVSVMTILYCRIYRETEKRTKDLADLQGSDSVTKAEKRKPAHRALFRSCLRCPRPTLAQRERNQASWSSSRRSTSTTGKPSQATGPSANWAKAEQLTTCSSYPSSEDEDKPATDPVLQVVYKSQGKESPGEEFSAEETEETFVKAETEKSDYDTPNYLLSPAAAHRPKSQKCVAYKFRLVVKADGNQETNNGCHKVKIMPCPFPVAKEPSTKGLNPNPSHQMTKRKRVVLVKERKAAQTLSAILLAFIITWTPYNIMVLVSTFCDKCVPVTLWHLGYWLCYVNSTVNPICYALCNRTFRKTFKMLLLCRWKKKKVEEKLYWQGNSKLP
CHO-K1 Ca antag = nonselective inhibitor or artifact in parental CHO-K1 cells | inhibition, % at 3 µM | actives 0.6% (n = 360,000) | ATP-induced calcium, Fluo-8 fluorescence;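 active means inhibition above a per-plate cutoff, the plate's mean sample inhibition plus 3 SD, cut at about 24% in these data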;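 further: 0% = DMSO plus EC80 ATP and 100% = DMSO alone without ATP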
M1 ag parental = counter-screen for M1 agonists: effect in parental CHO-K1 cells; Fluo-8 calcium fluorescence; scaled to maximal ATP response, vehicle zero; actives 0.48% (n = 360,000); activation, % at 3 µM; in the data active means activation above about 15%;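 further: untransfected CHO-K1 host cells lacking M1 receptor as counterscreen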
CHRM4 agonist = human M4 muscarinic receptor agonists, primary screen, CHO-K1 cells, Fluo-8 calcium fluorescence | Muscarinic acetylcholine receptor M4 (Homo sapiens), P08173 | CHO-K1 hM4/Gqi5; vehicle 0%, full acetylcholine response 100% | activation, % at 3 µM | actives 0.14% (n = 360,000);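 active means activation above the run mean over all test wells plus 3 SD, cut at about 32% in these data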;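 further: peak over basal fluorescence ratio per well then scaled between controls; 0% = DMSO wells and 100% = acetylcholine at EC100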
Target sequence (P08173 whole entry, looked up): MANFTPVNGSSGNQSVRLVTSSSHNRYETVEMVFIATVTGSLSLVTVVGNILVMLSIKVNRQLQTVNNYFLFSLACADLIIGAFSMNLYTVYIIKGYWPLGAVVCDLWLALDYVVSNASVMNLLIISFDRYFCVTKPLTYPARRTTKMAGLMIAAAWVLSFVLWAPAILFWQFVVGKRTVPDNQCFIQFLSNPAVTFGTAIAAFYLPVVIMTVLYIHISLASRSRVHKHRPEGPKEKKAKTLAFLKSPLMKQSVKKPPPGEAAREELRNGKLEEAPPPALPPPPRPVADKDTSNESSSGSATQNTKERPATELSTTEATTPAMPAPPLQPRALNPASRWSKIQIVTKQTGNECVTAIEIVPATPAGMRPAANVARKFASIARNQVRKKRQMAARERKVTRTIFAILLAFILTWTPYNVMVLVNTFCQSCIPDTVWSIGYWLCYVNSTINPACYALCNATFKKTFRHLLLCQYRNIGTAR
M4 antag = human M4 muscarinic receptor antagonists, primary screen, CHO cells, Fluo-8 calcium fluorescence; inhibition, % at 3 µM; AID 624125, 2012; CHO-hM4 cells, ACh EC80; actives 0.73% (n = 360,000);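 active means inhibition above its plate's cutoff, the mean inhibition of sample wells plus 3 SD, cut at about 27% in these data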;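 further: 0% = acetylcholine EC80 with DMSO and 100% = DMSO without agonist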
M4 PAM = human M4 muscarinic receptor positive allosteric modulators, primary screen, CHO-K1 cells, Fluo-8 calcium fluorescence; CHO-K1 hM4/Gqi5, ACh EC20; 0% = ACh EC20, 100% = maximal ACh; activation, % at 3 µM; actives 0.4% (n = 360,000);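 active means activation above its plate's cutoff, the mean activation of sample wells plus 3 SD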; further: some results filed as inactive read as strong as hits
CHO-K1 Ca PAM = nonselective calcium activators in parental CHO-K1 cells, primary screen, counter-screen for M1 PAM project, cell-based, Fluo-8 calcium fluorescence, full deck, 1536-well; actives 0.02% (n = 360,000); ATP EC20; 0% at ATP EC20, 100% at ATP max; activation, % at 3 µM;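 active means activation above the run cutoff, the mean activation of all test compounds plus 3 SD, cut at about 40% in these data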;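 further: peak over basal fluorescence ratio in a 140 s read after ATP addition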
CHRM5 PAM = human M5 muscarinic receptor positive allosteric modulators, primary screen, CHO-K1 cells, Fluo-8 calcium fluorescence; AID 624038, 2012; actives 0.3% (n = 360,000); activation, % at 3 µM; CHO-K1 hM5, ACh EC20 PAM; 0% = ACh EC20, 100% = ACh EC100;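 active means activation above the run cutoff, the mean activation of all test compounds plus 3 SD, cut at about 18% in these data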
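Probe or stimulus: acetylcholine, EC20 level; Assay system: human M5 receptor in CHO-K1 cells; Schedule: compound preincubation 140 s before EC20 acetylcholine addition; Technique: intracellular calcium via Fluo-8 fluorescence; Dosing: single-point, 3 µM nominal; Read-out basis: percent activation from peak-over-basal fluorescence ratio, scaled EC20-to-EC100 acetylcholine; Repeats: one well per compound, no replicates.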
M5 antag = human M5 muscarinic receptor antagonists, primary screen, CHO cells, Fluo-8 calcium fluorescence; inhibition, % at 3 µM; actives 0.59% (n = 360,000); AID 624040, 2012; CHO-hM5 cells, ACh EC80; Muscarinic acetylcholine receptor M5 (Homo sapiens), P08912;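 active means inhibition above a per-plate cutoff, the mean of that plate's test compounds plus 3 SD, cut at about 27% in these data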;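 further: 0% = acetylcholine EC80 with DMSO and 100% = DMSO without agonist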
* hit, by the source's call.

SMILES	M5 ag	CHO-K1 Ca antag	M1 ag parental	CHRM4 agonist	M4 antag	M4 PAM	CHO-K1 Ca PAM	CHRM5 PAM	M5 antag
CCC(C)(C)NC(=O)c1ccc2c(c1)S(=O)(=O)c1ccccc1C2=O	-1	1	2.7	5	-2	-3	16	-4	-6
C=CCn1c(SCc2ccc(C(=O)NCCO)cc2)nc2sc(C)c(C)c2c1=O	2	-14	0.9	0	-1	3	13	4	6
O=C(CSc1nnc(-c2ccccc2Br)o1)Nc1nncs1	3	-17	0.4	9	-2	-1	-9	1	13
CCOC(=O)C1=C(C)N(c2ccccc2)C(=O)/C1=C\c1cccs1	2	5	0.8	2	9	-2	-3	6	-8
O=C(CSc1nnc(-c2ccc(Br)o2)n1Cc1ccccc1)c1ccccc1F	-10	0	0.7	2	-10	-4	18	-25	7
COc1ccc(S(=O)(=O)N2CCC(C(=O)NC3CC3)CC2)cc1	1	-20	0.7	1	-1	4	7	12	-9
COc1ccc(-c2cc(C)no2)cc1S(=O)(=O)N1CCN(c2cccc(C)c2)C(C)C1 (configuration not stated)	-3	-5	6.6	11	4	-10	13	-7	4
CC[C@@H]1Cc2[nH][nH]c(=O)c2[C@H](CC(C)C)O1	2	-11	7.8	2	-12	8	22	-3	-6
Cc1ccc(COC(=O)c2cc(S(=O)(=O)N3CCCCC3)ccc2N2CCOCC2)cc1	-5	7	0.5	0	3	3	0	3	1
CC(=C/C(=O)O)/C=C/c1cccs1	0	-8	0.0	1	-4	1	16	4	1
Cc1c(Cl)cccc1NC(=S)N1CCN(C(=O)c2ccco2)CC1	-2	-1	1.2	0	9	-5	-1	-3	4
CCOCCOCCC(C(=O)OCC)P(=O)(c1ccccc1)c1ccccc1 (configuration not stated)	1	11	0.0	1	-11	7	-6	-3	15
CC(=O)c1c(N2CCN(C)CC2)nc(=S)n(Cc2ccccc2)c1C	-6	-6	0.8	0	3	-1	19	-3	3
COc1ccc(C(=O)N/C(=C\c2ccc3c(c2)OCO3)C(=O)N2CCOCC2)cc1	-2	-14	1.6	1	0	-2	3	1	2
CC1NC(=O)N(C)[C@@H]2NC(=O)N(C)C(c3ccc([N+](=O)[O-])cc3)[C@@H]12 (some centres not stated)	1	-13	0.7	2	-1	-2	14	-1	1
COC(=O)c1c(C)oc(C)c1S(=O)(=O)Nc1ccc(C(C)C)cc1	-17	0	15	-2	18	-13	17	-18	5
CCN(CC)C(=O)Cn1cc(S(=O)(=O)CC(=O)Nc2cc(C)on2)c2ccccc21	-6	-10	1.1	0	9	-6	8	-6	13
O=C1COc2ccc(OCc3ccc(F)cc3)cc21	-3	-22	2.0	2	0	12	14	-2	1
CN1C(=O)CSC1=Nc1ccc(F)cc1	-2	-15	1.2	1	-20	14*	23	5	6
Cc1nc(NCC2CCCO2)nc2c1C(=O)CC(C)C2 (configuration not stated)	0	-10	2.8	1	-1	1	13	1	3
O=C(CCC1CCCC1)N1CCC(N2CCCCCC2)CC1	-8	-11	4.4	0	5	-8	32	-3	5
Cc1ccc(O)c(Nc2c3ccccc3nc3ccccc23)c1	1	7	2.1	5	-3	0	1	-4	7
CCCCOc1ccc(CN(C)c2ncnc(N)n2)cc1	-4	-14	1.5	1	5	1	3	-5	3
Cc1nn(C)cc1CN(C)C(=O)c1sc2cccc(Cl)c2c1Cl	-1	-9	1.0	1	5	7	1	-7	1
CCOC(=O)C1(CC2CCCCO2)CCN(S(=O)(=O)c2ccccc2)CC1 (configuration not stated)	2	-11	1.9	4	-13	12	10	2	-3

As a working copy, 3 of the compounds above:
SMILES	M5 ag	CHO-K1 Ca antag	M1 ag parental	CHRM4 agonist	M4 antag	M4 PAM	CHO-K1 Ca PAM	CHRM5 PAM	M5 antag
CCC(C)(C)NC(=O)c1ccc2c(c1)S(=O)(=O)c1ccccc1C2=O	-1	1	2.7	5	-2	-3	16	-4	-6
C=CCn1c(SCc2ccc(C(=O)NCCO)cc2)nc2sc(C)c(C)c2c1=O	2	-14	0.9	0	-1	3	13	4	6
O=C(CSc1nnc(-c2ccccc2Br)o1)Nc1nncs1	3	-17	0.4	9	-2	-1	-9	1	13

(listing goes on)
SMILES	M5 ag	CHO-K1 Ca antag	M1 ag parental	CHRM4 agonist	M4 antag	M4 PAM	CHO-K1 Ca PAM	CHRM5 PAM	M5 antag
O=C(CN1CCN(S(=O)(=O)c2ccc(F)cc2)CC1)Nc1cccc(C(F)(F)F)c1	0	-2	3.9	10	-2	-3	14	-7	1
Cc1noc(COc2ccc(OCc3nc(C)no3)cc2)n1	0	-6	0.3	0	-5	3	10	-5	-5
COc1ccc(C(C[N+](=O)[O-])c2c(-c3ccccc3)cc3ccccn23)cc1OC (configuration not stated)	-1	-6	-0.2	1	-2	4	12	4	0
CNc1nc(-c2ccc3c(c2)CCN3C(=O)c2ccccc2F)c(C)s1	-1	-2	1.6	4	2	-9	7	-8	9
O=C(COC(=O)/C=C/c1ccccc1[N+](=O)[O-])Nc1ccc(OCc2ccccc2)cc1	-5	-8	1.1	1	10	3	17	0	0
O=C1CCCCCCCN1Cc1ccccc1	-3	-4	0.4	-1	8	-11	5	-5	12
CC(C)(C)OC(=O)NC(Cc1ccccc1)C(=O)N1CCCC1C(=O)O (configuration not stated)	0	-13	0.6	0	-10	4	11	3	5
Cn1c(=O)c2c(nc(CCC3CCCC3)n2C)n(C)c1=O	-4	-15	0.1	0	1	-1	13	2	13
CC(/C=N/NC(=O)c1cc(-c2ccccc2)nc2ccccc12)=C\c1ccco1	0	-11	1.3	1	1	3	30	-2	2
O=C(O)c1ccc(N=NN2CCCCCC2)cc1	2	-4	-0.1	0	1	-3	1	-2	5
COc1ccc(/C=N/NC2=NS(=O)(=O)c3ccccc32)cc1OC(C)=O	-3	-12	2.2	1	-6	6	7	0	0
COc1cccc(CN(C)C(=O)CSC(C)C(=O)Nc2cc(C)on2)c1OC (configuration not stated)	3	10	8.3	1	-5	3	-14	2	1
CCN(CC)S(=O)(=O)c1ccc(C(=O)NN(C)C2=NS(=O)(=O)c3ccccc32)cc1	0	-17	-0.2	2	-3	4	10	-3	5
CN(C)C(=O)Cn1nc(-c2ccccc2)c2ccccc2c1=O	1	14	0.2	0	5	1	-7	-3	0
COC(C[C@H](O)C[C@@H](O)[C@@H](C)OCc1ccccc1)OC	-3	2	0.0	0	1	3	-5	4	15
COc1ccc(-c2cc(NC=O)c3ncc(-c4cccc(C(F)(F)F)c4)n3c2)cc1OC	1	-15	0.4	1	0	12	17	-1	-8
CC(=O)N1C(=O)C2(Nc3ccccc3N2)c2ccccc21	-1	-5	-0.2	1	-2	-1	8	-7	-6
c1ccc(-c2ccccc2OCCN2CCOCC2)cc1	-7	-13	1.1	0	4	8	20	-2	4
CC(=O)Nc1nnc(SCC(=O)Nc2ccc3c(c2)OCCO3)s1	-3	-2	2.1	1	-6	1	16	0	2
OC[C@@H]1CN(Cc2ccco2)C[C@H](n2cnc3c(N4CCN(c5ccccc5)CC4)ncnc32)O1	5	10	4.7	18	-9	-10	-6	-10	13
CN(C(=O)COC(=O)Cc1c(F)cccc1Cl)c1c(N)n(Cc2ccccc2)c(=O)[nH]c1=O	5	-19	0.1	2	-3	-1	9	-1	-2
Cc1c(C(=O)N2CCCCC2)oc2ccc(S(=O)(=O)N3CC(C)CC(C)C3)cc12 (configuration not stated)	-4	10	6.2	5	4	-14	5	-12	4
CCN(CC)CCCNC1=C(Cl)C(=O)c2ccccc2C1=O	-3	16	-0.6	0	-4	-1	-11	5	13
O=C(COc1cccc2ccccc12)NNC(=O)C1CCCO1 (configuration not stated)	-4	-7	1.0	1	-25	7	16	4	-10
CCOC(=O)Cc1csc(NC(=O)Nc2cccs2)n1	7	-11	16*	13	3	-6	-21	-13	13

3 records picked at random from the list so far:
SMILES	M5 ag	CHO-K1 Ca antag	M1 ag parental	CHRM4 agonist	M4 antag	M4 PAM	CHO-K1 Ca PAM	CHRM5 PAM	M5 antag
COC(C[C@H](O)C[C@@H](O)[C@@H](C)OCc1ccccc1)OC	-3	2	0.0	0	1	3	-5	4	15
Cc1c(C(=O)N2CCCCC2)oc2ccc(S(=O)(=O)N3CC(C)CC(C)C3)cc12 (configuration not stated)	-4	10	6.2	5	4	-14	5	-12	4
CCN(CC)S(=O)(=O)c1ccc(C(=O)NN(C)C2=NS(=O)(=O)c3ccccc32)cc1	0	-17	-0.2	2	-3	4	10	-3	5

Part of the list above, bar-delimited.
Structure | M5 ag | CHO-K1 Ca antag | M1 ag parental | CHRM4 agonist | M4 antag | M4 PAM | CHO-K1 Ca PAM | CHRM5 PAM | M5 antag
O=C(CN1CCN(S(=O)(=O)c2ccc(F)cc2)CC1)Nc1cccc(C(F)(F)F)c1 | 0 | -2 | 3.9 | 10 | -2 | -3 | 14 | -7 | 1
Cc1noc(COc2ccc(OCc3nc(C)no3)cc2)n1 | 0 | -6 | 0.3 | 0 | -5 | 3 | 10 | -5 | -5
COc1ccc(C(C[N+](=O)[O-])c2c(-c3ccccc3)cc3ccccn23)cc1OC (configuration not stated) | -1 | -6 | -0.2 | 1 | -2 | 4 | 12 | 4 | 0
CNc1nc(-c2ccc3c(c2)CCN3C(=O)c2ccccc2F)c(C)s1 | -1 | -2 | 1.6 | 4 | 2 | -9 | 7 | -8 | 9

More records
SMILES	M5 ag	CHO-K1 Ca antag	M1 ag parental	CHRM4 agonist	M4 antag	M4 PAM	CHO-K1 Ca PAM	CHRM5 PAM	M5 antag
CCCCNC(=O)COC(=O)c1c2c(nc3ccccc13)/C(=C\c1cccs1)CC2	3	-23	0.2	8	1	-8	11	-17	9
CCc1ccc(OCC(=O)N/N=C2\CC(=O)c3ccccc32)cc1	0	16	0.1	0	12	-4	-3	-4	7
O=[N+]([O-])c1ccc(Cl)c(CN2CCN(c3ncccn3)CC2)c1	-1	-3	-0.5	0	4	-2	16	-4	3
COc1ccc(C2c3c(nc[nH]c3=O)Oc3nc[nH]c(=O)c32)cc1	-3	-7	0.7	0	-13	7	20	-2	-1
O=C(c1ccncc1)N1CCN(S(=O)(=O)c2ccccc2Br)CC1	2	-10	1.2	3	1	12	2	7	0
CN1CC=C2C(C#N)=C(N)C(C#N)(C#N)C(c3ccsc3)C2C1 (configuration not stated)	0	-8	1.4	1	3	-2	8	-3	2
C=C(C)CNC(=O)c1ccc(OC2CCN(C(=O)COC)CC2)cc1	1	-5	1.6	0	-10	5	23	-1	0
COc1cc(OC)c(OC)cc1/C=N/NC(=O)c1cnccn1	2	-3	0.6	2	0	1	7	4	0
Cc1ccc(C)n1-c1ccc(-c2nnco2)cc1	-1	-7	-0.4	1	-17	6	14	10	-5
COc1ccc(CNC(=O)CSc2nnnn2C)cc1OC	3	-6	0.4	0	-4	7	15	10	0
